Assay outcomes (PubChem)
CHRM5 PAM: human M5 muscarinic receptor positive allosteric modulators, primary screen, CHO-K1 cells, Fluo-8 calcium fluorescence | CHO-K1 hM5, ACh EC20 PAM; 0% = ACh EC20, 100% = ACh EC100 | activation, % at 3 µM | actives 0.3% (n = 360,000);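 active means activation above the run cutoff, the mean activation of all test compounds plus 3 SD, cut at about 18% in these data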
Target sequence (P08912 whole entry, looked up): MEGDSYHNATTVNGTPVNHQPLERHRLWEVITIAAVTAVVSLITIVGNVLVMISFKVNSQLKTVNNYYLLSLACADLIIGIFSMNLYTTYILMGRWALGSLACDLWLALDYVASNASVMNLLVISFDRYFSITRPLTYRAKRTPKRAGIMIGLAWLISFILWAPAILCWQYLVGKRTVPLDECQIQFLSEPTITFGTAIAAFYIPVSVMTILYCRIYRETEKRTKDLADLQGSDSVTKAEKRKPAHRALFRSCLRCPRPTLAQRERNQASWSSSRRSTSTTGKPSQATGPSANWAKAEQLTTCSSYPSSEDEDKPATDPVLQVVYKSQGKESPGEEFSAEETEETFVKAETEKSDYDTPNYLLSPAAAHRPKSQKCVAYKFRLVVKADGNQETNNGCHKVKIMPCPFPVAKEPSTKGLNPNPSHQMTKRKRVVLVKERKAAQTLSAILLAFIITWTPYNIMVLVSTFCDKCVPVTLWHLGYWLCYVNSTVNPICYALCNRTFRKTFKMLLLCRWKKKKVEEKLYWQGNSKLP
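Test system: CHO-K1 hM5 cells / Doses: single-point, 3 µM nominal / Times: Post-acetylcholine fluorescence recording 140 s / Technique: Fluo-8 calcium fluorescence / Measure: Max/basal fluorescence ratio as % of EC20–EC100 ACh window / Benchmarks: low control EC20 acetylcholine (0%), high control EC100 acetylcholine (100%) / Replicates: one well per compound, no replicates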
CRFR2-BP antag: antagonists of CRF-BP/CRF-R2 complex, primary screen, cell-based, HEK293, calcium dye fluorescence, uHTS | CRF-induced calcium fluorescence | inhibition, % at 11.8 µM | actives 0.59% (n = 350,000);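 active means inhibition of the ligand-induced calcium signal above about 50% at the single tested concentration, limit read from the data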
M4 antag: human M4 muscarinic receptor antagonists, primary screen, CHO cells, Fluo-8 calcium fluorescence; Muscarinic acetylcholine receptor M4 (Homo sapiens), P08173; CHO-hM4 cells, ACh EC80; inhibition, % at 3 µM; actives 0.73% (n = 360,000); AID 624125, 2012;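 active means inhibition above its plate's cutoff, the mean inhibition of sample wells plus 3 SD, cut at about 27% in these data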;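 further: 0% = acetylcholine EC80 with DMSO and 100% = DMSO without agonist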
Target sequence (P08173 whole entry, looked up): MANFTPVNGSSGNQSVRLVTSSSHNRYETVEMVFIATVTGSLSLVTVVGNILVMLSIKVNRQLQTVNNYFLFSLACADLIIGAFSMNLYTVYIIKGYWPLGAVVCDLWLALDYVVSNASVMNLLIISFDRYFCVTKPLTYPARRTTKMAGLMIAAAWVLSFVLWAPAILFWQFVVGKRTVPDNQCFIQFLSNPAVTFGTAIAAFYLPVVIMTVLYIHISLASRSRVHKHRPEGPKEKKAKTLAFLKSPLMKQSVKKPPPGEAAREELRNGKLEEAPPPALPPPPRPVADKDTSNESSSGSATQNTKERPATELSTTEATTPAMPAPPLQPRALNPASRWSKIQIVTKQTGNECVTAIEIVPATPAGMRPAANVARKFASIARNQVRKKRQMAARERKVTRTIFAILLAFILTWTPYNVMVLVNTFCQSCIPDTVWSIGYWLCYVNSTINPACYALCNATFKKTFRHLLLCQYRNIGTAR
IDE cell inh: human IDE inhibitors in live cells, primary screen, fluorescence polarization, HEK cells, FAbetaB substrate. inhibition, % at 5.59 µM. AID 434962, 2010. actives 0.41% (n = 320,000). FAbetaB cleavage. Insulin-degrading enzyme (Homo sapiens), P14735;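 active means percent inhibition above the average of all tested compounds plus 3 SD, set per screening campaign, cut at about 16% in these data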;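 further: IDE supplied by intact live HEK cells; FP after avidin binding of uncleaved biotin substrate so inhibition keeps polarization high; 0% = DMSO wells and 100% = 60 µM reference IDE inhibitor Ii1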
CHRM5 agonist: human M5 muscarinic receptor agonists, primary screen, CHO-K1 cells, Fluo-8 calcium fluorescence; CHO-K1 hM5 cells; 0% DMSO wells, 100% maximal acetylcholine response; activation, % at 3 µM; actives 0.19% (n = 360,000); Muscarinic acetylcholine receptor M5 (Homo sapiens), P08912;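 active means activation above the run's mean over test compounds plus 3 SD, cut at about 23% in these data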;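 further: signal is peak over basal fluorescence ratio across the kinetic read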
CHRM4 PAM: human M4 muscarinic receptor positive allosteric modulators, primary screen, CHO-K1 cells, Fluo-8 calcium fluorescence; CHO-K1 hM4/Gqi5, ACh EC20; 0% = ACh EC20, 100% = maximal ACh; activation, % at 3 µM; actives 0.4% (n = 360,000); AID 624126, 2012;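 active means activation above its plate's cutoff, the mean activation of sample wells plus 3 SD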; further: some results filed as inactive read as strong as hits
M5 antag: human M5 muscarinic receptor antagonists, primary screen, CHO cells, Fluo-8 calcium fluorescence; Muscarinic acetylcholine receptor M5 (Homo sapiens), P08912; CHO-hM5 cells, ACh EC80; inhibition, % at 3 µM; actives 0.59% (n = 360,000); AID 624040, 2012;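 active means inhibition above a per-plate cutoff, the mean of that plate's test compounds plus 3 SD, cut at about 27% in these data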;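 further: 0% = acetylcholine EC80 with DMSO and 100% = DMSO without agonist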
CHRM4 agonist: human M4 muscarinic receptor agonists, primary screen, CHO-K1 cells, Fluo-8 calcium fluorescence; actives 0.14% (n = 360,000); CHO-K1 hM4/Gqi5; vehicle 0%, full acetylcholine response 100%; activation, % at 3 µM; AID 624127, 2012;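 active means activation above the run mean over all test wells plus 3 SD, cut at about 32% in these data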;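 further: peak over basal fluorescence ratio per well then scaled between controls; 0% = DMSO wells and 100% = acetylcholine at EC100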
CRFR2-BP ag: agonists of CRF-BP/CRF-R2 complex, primary screen, cell-based, HEK293, calcium dye fluorescence, uHTS | calcium dye fluorescence (FLIPR); percent of saturating CRF peptide response | activation, % at 13.2 µM | actives 0.46% (n = 350,000) | AID 588473, 2011;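 active means activation of at least 50%, plus an integration ratio under a set limit after plate pattern correction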;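 further: plate controls were neutral control wells without compound for no effect and CRF at EC100 for full effect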
The depositor's hits bear a star; . = no result given.

SMILES	CHRM5 PAM	CRFR2-BP antag	M4 antag	IDE cell inh	CHRM5 agonist	CHRM4 PAM	M5 antag	CHRM4 agonist	CRFR2-BP ag
Cc1ccc(Oc2ccc(Cl)cc2NC(=O)c2cnccn2)cc1	6.1	3.9	-7.7	5.1	-3.2	26.0	-3.8	1.4	2.0
COc1cccc(-c2cc3nc(NCCN4CCCC4)n(C)c(=O)c3s2)c1	9.3	.	-4.5	.	-1.1	11.1	-2.6	0.4	.
Cc1cccc(C)c1OCc1cc(C(=O)N2CCN(c3ccccc3)CC2C)no1 (stereo not given)	-9.8	-3.0	-17.9	-2.6	-7.7	0.1	0.7	1.2	3.7
Cc1ccc(NC2=C([N+](=O)[O-])CS(=O)(=O)C2)cc1	1.5	4.5	13.9	3.6	0.9	13.1	2.3	-0.1	0.1
Cc1ccc2nc(-c3ccccc3)cc(C(=O)N3CC(C)OC(C)C3)c2c1 (stereo not given)	-3.0	-0.1	-6.9	-2.4	2.9	7.4	3.6	3.2	0.0
COc1ccc(C(C(=O)NCc2ccc(F)cc2)N(C(=O)c2csnn2)C2CC2)cc1 (stereo not given)	-5.3	-16.9	10.7	-8.8	-0.1	-1.0	16.1	2.7	-0.9
COc1ccc(CCNC(=O)CN(c2cc(OC)ccc2OC)S(=O)(=O)c2ccccc2)cc1	-8.0	2.1	-5.3	4.3	-0.7	-10.2	9.9	18.5	-1.7
CC(Oc1ccc(Cl)cc1)/C(N)=N/O (stereo not given)	3.0	2.2	-11.0	-4.0	1.1	7.6	8.3	-0.4	1.2
COC(=O)c1ccccc1NC(=O)NCc1ccncc1	-1.9	-15.1	-1.0	3.9	-2.1	-6.6	5.7	1.2	0.3
O=C1/C(=C/c2cccnc2)Oc2cc(OS(=O)(=O)c3ccc(F)cc3)ccc21	-6.7	-17.2	-0.8	0.2	-0.1	-3.0	-2.3	5.6	5.7
O=C(O)c1nn(CCOc2ccc(Cl)cc2Cl)c(=O)c2ccccc12	7.6	-6.4	11.5	1.1	-1.8	-2.5	-0.1	-0.1	0.7
CC(C)(C)N1C(=O)c2ccccc2NC(=O)C1C(=O)NCCc1ccccc1 (stereo not given)	-3.3	.	4.0	.	1.3	-1.9	8.4	1.4	.
O=C(COc1ccccc1)Nc1ccc(Cl)c(-c2nc3ncccc3o2)c1	5.9	25.2	-1.6	4.6	-1.7	3.6	-3.9	1.2	-1.7
COc1ccc(C(=O)/C=C2/C(=O)Nc3ccccc32)cc1	11.2	-22.3	3.5	.	11.7	-10.4	7.9	7.8	1.5
S=C(NCc1ccco1)Nc1ccc(Cl)cc1	-9.9	0.0	-7.5	-2.1	0.2	4.1	10.6	1.1	-0.5
CCOC(=O)c1c(CN(C)C)n(-c2ccccc2)c2cc(Br)c(O)cc12	-5.5	-18.3	-12.4	8.0	-4.1	1.9	-12.6	2.9	-0.1
CN(c1ccccc1)S(=O)(=O)c1ccc(C(=O)NCCc2ccccc2)cc1	12.7	-1.7	4.5	-1.5	7.7	-1.6	-3.0	12.5	1.9
CCCCC(=O)Nc1nnc(-c2ccc(OC)cc2)s1	-0.8	-10.4	-3.8	-1.5	1.3	-2.4	0.5	-0.1	-0.5
Cc1cccc(C(=O)N[C@H](C(=O)Nc2ccc(S(=O)(=O)NC3=NCCCCC3)cc2)C(C)C)c1	6.2	-5.1	-8.4	8.8	-0.9	5.7	3.3	1.2	1.4
CCOC(=O)c1cnn2c(SC)ncnc12	-3.0	0.5	8.1	.	-0.3	-1.9	17.1	-0.4	10.2

Among those listed so far, 2 contain fluorine.
SMILES	CHRM5 PAM	CRFR2-BP antag	M4 antag	IDE cell inh	CHRM5 agonist	CHRM4 PAM	M5 antag	CHRM4 agonist	CRFR2-BP ag
COc1ccc(C(C(=O)NCc2ccc(F)cc2)N(C(=O)c2csnn2)C2CC2)cc1 (stereo not given)	-5.3	-16.9	10.7	-8.8	-0.1	-1.0	16.1	2.7	-0.9
O=C1/C(=C/c2cccnc2)Oc2cc(OS(=O)(=O)c3ccc(F)cc3)ccc21	-6.7	-17.2	-0.8	0.2	-0.1	-3.0	-2.3	5.6	5.7

(continued)
SMILES	CHRM5 PAM	CRFR2-BP antag	M4 antag	IDE cell inh	CHRM5 agonist	CHRM4 PAM	M5 antag	CHRM4 agonist	CRFR2-BP ag
COc1ccc(Nc2nc(-c3cccc([N+](=O)[O-])c3)nc3ccccc23)c(OC)c1	-3.2	-8.3	3.4	3.3	-1.4	7.4	-3.0	0.0	-2.6
Cc1[nH]c2ccccc2c1/C=N/NC(=O)CCC(=O)Nc1ccccc1	0.6	-16.7	-5.7	-3.1	-2.1	-0.8	-3.3	2.3	-3.8
COc1ccc(CCN(C)C(=O)C2CCN(Cc3ccccc3)CC2)cc1OC	-3.3	1.3	-2.6	-5.9	-3.2	1.3	5.1	1.7	-1.7
C[C@H](N=C1NS(=O)(=O)c2ccccc21)C(=O)OCc1cc([N+](=O)[O-])cc2c1OCOC2	-2.4	-0.4	4.8	-2.2	-2.7	-9.9	4.7	3.1	0.9
CSCC[C@H](N)C(=O)NC[C@H]1CC[C@H](C(=O)N[C@@H](Cc2ccccc2)C(=O)O)CC1	-2.4	-7.1	12.3	0.6	-3.5	-5.1	14.2	-0.1	4.7
NC(COCc1ccccc1)c1csc(NC(=O)Nc2cccc(C(F)(F)F)c2)n1 (stereo not given)	5.1	.	12.4	.	9.8	2.7	4.6	11.1	.
CCOC(=O)C1CC=C(Cl)CC1C(=O)Nc1nccs1 (stereo not given)	-7.6	-28.3	10.5	4.0	-1.3	-9.7	11.5	-0.9	0.3
C[C@H](NC(=O)c1ccccc1Cl)C(=O)Nc1ccccc1F	-0.5	-5.0	75.0*	-1.9	-2.5	-21.1	10.9	-5.5	-1.4
COc1ccccc1-c1cnc2c(c1)C(=O)N([C@@H](C)CO)C[C@@H](C)[C@@H](CN(C)C(C)=O)O2	-0.4	4.4	-11.2	.	1.7	5.4	3.5	-0.4	0.5
O=C(NCc1ccc(Cl)cc1)c1ccc(N2CCCC2=O)cc1	-7.1	-17.1	4.7	-3.3	-1.6	-7.6	5.3	3.2	-0.9
Cc1noc(C)c1COc1cccc(C(=O)N(C)Cc2nc3ccccc3c(=O)[nH]2)c1	-4.9	3.5	5.9	0.0	2.9	1.1	12.8	3.8	0.5
Oc1ccc2oc3c(c2c1/C=N/n1cnnc1)CCCC3	-2.3	0.5	5.9	1.9	-1.2	-1.3	-0.8	0.6	2.1
Cc1snc2sc(C(=O)c3ccc(Br)cc3)c(N)c12	-0.8	13.7	6.1	3.5	-5.0	3.2	13.0	0.6	2.2
O=C(CSc1nnc(-c2ccc(S(=O)(=O)N3CCOCC3)cc2)o1)c1ccccc1F	0.3	11.4	-1.6	4.0	2.8	2.5	-3.0	1.2	-1.1
COc1cccc(OC)c1OCCCCN1CCC(Cc2ccccc2)CC1	-18.9	-9.1	25.3	2.1	-20.0	-25.4	19.0	5.5	-1.5
O=C(N/N=C/c1cc(Cl)cc([N+](=O)[O-])c1O)c1cc(-c2ccccn2)nc2ccccc12	5.4	19.8	-14.6	-1.6	2.2	-2.2	-7.5	0.1	0.0
S=c1sc2c(Cl)ncnc2n1-c1ccccc1	-17.1	30.1	13.5	.	-14.4	-11.4	14.1	0.2	0.0
CC(=O)NCCNC(=O)C1Cc2c(-c3cccc(NC(C)=O)c3)ccnc2O1 (stereo not given)	0.2	.	-8.8	.	1.6	-0.3	-4.8	0.4	.
CCC(=O)N1CCN(c2ccc(NC(=S)NC(=O)c3cc4ccccc4o3)cc2)CC1	-6.5	-9.7	5.5	.	0.6	-5.7	15.8	3.1	-0.4
NS(=O)(=O)c1ccc(CCNC(=O)c2ccc([N+](=O)[O-])cc2[N+](=O)[O-])cc1	7.8	0.1	5.8	3.0	-2.5	0.5	6.9	0.4	1.5
CCCNC(=O)c1ccc2nc(-c3ccccc3)c(-c3ccccc3)nc2c1	3.1	5.7	4.1	3.0	-6.3	0.7	0.1	2.8	-0.6
CC(=O)Nc1ccc(N(C)S(C)(=O)=O)cc1	-4.2	6.7	-3.3	-0.3	0.8	4.3	0.1	1.2	0.9
CN1CCN(C(=O)c2cnn(-c3ccccc3)c2NC(=O)c2cccs2)CC1	-5.5	-4.2	-0.1	5.0	-2.0	-2.5	-3.0	0.7	-1.1
COc1cc(C2c3cc4c(cc3CC3COC(=O)N32)OCO4)cc(OC)c1OC (stereo not given)	0.7	9.9	-14.2	.	-3.4	5.1	10.2	-0.1	-1.6
CC1=NN2C(=N)/C(=C\c3cc(C)n(-c4ccccc4)c3C)C(=O)N=C2S1	1.7	-26.3	-5.9	6.0	-0.6	5.5	1.8	0.4	0.9
Cc1ccc(NC(=S)N(Cc2ccc(Cl)cc2)Cc2ccc(C(=O)O)cc2)cc1Cl	-0.3	10.3	5.9	-2.0	-3.6	-2.8	-1.9	-0.8	-0.1
COc1ccnc2c1c(=O)n(Cc1ccc(Cl)cc1Cl)c(=O)n2C	-0.5	-8.9	-17.6	0.5	-1.2	9.2	5.8	1.9	0.9
CC1(C(=O)NS(=O)(=O)C2CC2)CCCN(C(=O)c2cc3ccccc3s2)C1 (stereo not given)	-2.3	.	-1.1	.	0.2	5.5	4.0	0.6	.
Cc1ccccc1C(=O)N[C@H](C(=O)OCC(=O)NC1CC1)C(C)C	6.5	-4.6	-4.5	1.7	-0.6	5.7	11.9	-0.7	-0.2
O=CNc1cc(-c2ccc(C(=O)NC3CC3)cc2)cn2c(-c3ccc(F)cc3)cnc12	-5.2	.	5.9	.	0.8	-3.8	-1.8	5.1	.
CNc1cncc(-c2ccc(F)c(F)c2)n1	-2.2	.	-4.2	.	-0.3	6.9	-12.2	1.6	.
Cc1cc(NC(=O)CSc2n[nH]c(-c3ccccc3Br)n2)no1	-2.6	2.0	-10.7	2.0	-3.5	7.4	12.7	0.5	0.9
COc1ccccc1/C=N/NC(=O)c1ccc(N(C)S(=O)(=O)c2ccccc2)cc1	3.2	-29.3	-3.6	10.2	-2.5	4.2	-9.7	2.6	1.5
CCCCC1=CC2=CC(=O)C(C)(OC(=O)CC)C(=O)C2=CN1CCc1ccc(Br)cc1 (stereo not given)	11.6	-4.4	-12.8	-0.9	0.2	2.1	-4.4	-0.3	1.9
COc1cc([N+](=O)[O-])ccc1-c1ccc(/C=C2\C(=O)ON=C2c2ccccc2)o1	-4.5	-10.5	0.9	.	0.8	2.1	15.9	0.4	27.7
CCOc1ccc(NC(=O)CN(C)C(=O)c2cc3c(s2)CCC3)cc1OCC	3.2	13.9	-0.9	.	-2.4	3.9	-3.6	-1.5	-1.3
CCOc1ccccc1N1CC(C(=O)Nc2ccc3c(c2)OCCO3)CC1=O (stereo not given)	1.9	-0.9	-2.7	-9.0	0.6	1.6	-4.7	5.0	-1.2
